# Screens from PubChem BioAssay.
# LGR2 antag = Drosophila LGR2 receptor signaling inhibition. inhibition, % at 9.99 µM. 380,000 tested, 0.35% active. HEK293 LGR2, CRE-luciferase, bursicon-stimulated, 4 h;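 active means drop in luminescence signal, shown as inhibition above about 50% in the replicate tests, limit read from the data, passing the limit was not always enough; inconclusive means probably only some replicates passing the limit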;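 further: agonist challenge used bursicon conditioned medium at about half maximal strength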
# Cneo AK release = Cryptococcus neoformans lysis via adenylate kinase release; lysis activity, % at 15 µM; C. neoformans lysis, adenylate kinase release luminescence, 4 h; normalised: neutral wells 0, clomiphene wells 100; 360,000 tested, 0.2% active; AID 651654;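 active means mean lysis activity across replicates of at least 80%, whatever share of replicates individually reach that level; inactive means mean lysis activity below 80%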
#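 read-out = cell lysis signal | test system = log-phase Cryptococcus neoformans yeast cells | input = cells at 5 × 10^6 per mL | medium = fresh YPD growth medium | signal = luminescent adenylate kinase detection reagent | timing = 4 h at 37 °C static, read 1 h later | dosing = single dose | controls = Clomiphene as positive lysis control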
# ERAP1 inh = blocks human ERAP1 aminopeptidase activity; Q9NZ08; recombinant ERAP1, Leu-AMC fluorescence, 60 min; inhibition, % at 10.7 µM; 340,000 tested, 0.15% active; AID 652197;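 active means mean replicate inhibition of at least 30%, or all replicates individually reaching that 30% level; inactive means mean below 30% and not every replicate reaching it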;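 further: 0% = neutral control wells and 100% = L-leucinethiol positive control wells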
# S100A4 inh HTS = blocks human S100A4 binding to myosin IIA peptide. P26447. S100A4/TAMRA-MyoIIA peptide fluorescence polarization. inhibition, % at 10.7 µM. 360,000 tested, 0.14% active;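 active means mean inhibition of at least 70% across replicates, with every replicate also reaching that level; inconclusive means mean inhibition reaches 70% but some replicates fall short; inactive means mean inhibition below 70%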
# Target sequence (P26447 whole entry, looked up): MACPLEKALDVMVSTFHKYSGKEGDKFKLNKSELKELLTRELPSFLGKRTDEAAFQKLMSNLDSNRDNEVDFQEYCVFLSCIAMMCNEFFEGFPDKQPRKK
#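 Test system: S100A4 monomer protein; Medium: HEPES pH 7.2 with CaCl2, KCl, NaCl, DTT, Triton; Probe or stimulus: TAMRA-labelled myosin IIA heavy-chain peptide probe, 5 nM; Doses: one dose per compound; Times: polarization read 5 min after assay mix addition, stable 5–60 min; Benchmarks: neutral control DMSO, positive control TFP.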
# Statin myotox sup = suppressors of simvastatin-induced myotoxicity in C2C12 myotubes. ATP luminescence, 48 h; scaled: DMSO 0, geranylgeraniol control 100. rescue of ATP level, % at 7.49 µM. 330,000 tested, 0.78% active. AID 602340;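 active means mean ATP rescue above about 67%, or every replicate alone reaching that limit, limit read from the data, passing the limit was not always enough; inconclusive means no clear call, values can overlap the other calls; inactive means mean under the limit and some replicate under it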;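 further: myotubes were challenged with 10 µM simvastatin during compound exposure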
# PGC1a acetyl inh = PGC1a acetylation modulation, inhibitor mode; U2OS PGC1a acetylation, AlphaScreen anti-acetyl-lysine; with virally co-expressed GCN5 acetyltransferase; inhibition, % at 15.6 µM; 350,000 tested, 0.17% active;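 active means every replicate shows inhibition of at least 40%; inconclusive means mean inhibition at least 40% but some replicate below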;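 further: 0% = neutral control wells and 100% = positive control wells; some results beyond the cut were filed as inactive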
# XiGFP reactiv = X-chromosome reactivation activator; 360,000 tested, 0.055% active; AID 743238; activation, % at 7.58 µM; XiGFP mouse fibroblasts, % GFP-positive cells imaging, 3 d; cells co-treated with 5-aza-dC sensitizer; scaled so ellipticine positive control = 100%;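 active means mean normalized replicate activation at least 10% and every replicate at or above 10%; inconclusive means only one of the two criteria met; inactive means mean below 10% and not all replicates reach 10%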;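 further: 0% = median of on-plate neutral control wells and 100% = ellipticine 6 µM median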
#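 material = 68-5-11 XiGFP fibroblast line | medium = DMEM plus 5-aza-dC sensitizer | schedule = 3 days compound exposure | benchmarks = positive control ellipticine, 6 µM final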
# SIRT5 block = inhibitors of human sirtuin-5 desuccinylase; Q9NXA8; Purified SirT5, succinyl-peptide AMC, trypsin-coupled fluorescence; inhibition, % at 15 µM; 330,000 tested, 1.1% active; AID 652115; in the data active means inhibition above about 15%; inconclusive means no clear call, values can overlap the other calls
# Target sequence (Q9NXA8 whole entry, looked up): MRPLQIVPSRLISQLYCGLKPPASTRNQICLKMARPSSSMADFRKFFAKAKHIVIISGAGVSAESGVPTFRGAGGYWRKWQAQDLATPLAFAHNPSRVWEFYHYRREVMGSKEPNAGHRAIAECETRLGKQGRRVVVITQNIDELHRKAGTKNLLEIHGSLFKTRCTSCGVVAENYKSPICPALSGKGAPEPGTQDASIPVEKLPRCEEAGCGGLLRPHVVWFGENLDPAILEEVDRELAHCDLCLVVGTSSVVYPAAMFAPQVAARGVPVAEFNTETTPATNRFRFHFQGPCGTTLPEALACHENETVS
# Numbers without * were called inactive; ? = inconclusive; . = not tested or not shown; & = joins results of further samples.
SMILES,LGR2 antag,Cneo AK release,ERAP1 inh,S100A4 inh HTS,Statin myotox sup,PGC1a acetyl inh,XiGFP reactiv,SIRT5 block
CCn1cc(CN2CCC(Oc3ccc(C(=O)N4CCCCC4)cc3)CC2)cn1,6,0,-5,0,-19,2,0.3,-4
Cc1nc2cc(NC(=O)CCS(=O)(=O)c3ccccc3)ccc2s1,-12,-1,1,-2,.,-5,0.3,-1
COc1cccc(NC(=O)c2csc3c2CCCC3)c1,-103,-5,6,1,-7,-4,0.0,3
CCC(=O)N1CC2(CCN(Cc3cncnc3)CC2)c2c([nH]c3cc(OC)ccc23)[C@H]1CO,-3,.,-1,12,.,2,-0.1,.
C(CNC1C2CC3CC(C2)CC1C3)CN1CCOCC1 (centres undefined),-12,8,2,4,-2,5,0.1,3
O=S(=O)(c1cccc2nsnc12)N1CCN(c2ccccc2F)CC1,2,.,-1,-22,-5,1,0.0,-1
O=C(COC(=O)c1ccc(F)c(S(=O)(=O)N2CCOCC2)c1)NC1CC1,-1,0,2,0,-5,1,0.1,-3
Cc1ccc(S(=O)(=O)N(CCCc2c(C)nc[nH]c2=O)c2ccccc2)cc1,9,-1,2,6,7,6,0.2,.
COc1cccc(-c2ccc([C@H]3[C@@H](C#N)N(C(=O)c4ccccn4)[C@@H]3CO)cc2)c1,-7,1,1,-11,25,-7,0.1,0
O=C(NCC1CCCO1)c1ccc2c(c1)N(Cc1ccccc1)CCS2 (centres undefined),3,3,-15,2,34,1,0.0,-17
COc1ccc(OC)c(NC(=O)CSc2ccc(-c3ccco3)nn2)c1,-11,0,3,38,-2,-14,0.0,0
O=[N+]([O-])c1ccc(COc2ccc(CNc3ccccc3)cc2)cc1,-21,.,.,.,1,8,0.1,.
CCn1c(=O)c2ccccc2n(CC(=O)NCCC2=CCCCC2)c1=O,18,10,0,0,-3,.,0.4,-6
COc1ccc(/C=N/NC(=O)CC(=O)NCc2cccnc2)c(OC)c1,.,.,0,-5,.,.,0.7,9
CN1CCN(c2ccc(S(=O)(=O)N3CCOCC3)cc2NC(=O)COc2ccc(C#N)cc2)CC1,9,-2,0,2,9,-1,-0.2,-1
COc1ccc(C(=O)N/N=C/c2ccc(OC)c(COc3ccc(F)cc3F)c2)cc1,-13,11,2,4,-17,.,0.0,-6
CCC(C)Sc1cccc(-c2nc3ccc(C)cn3c2NCc2ccccc2)c1 (centres undefined),?,-3,-1&3,8&6,-100,-6,0.0&-0.1,.
Cc1ccc(OCC(=O)N2CC(C)OC(C)C2)c([N+](=O)[O-])n1 (centres undefined),10,1,1,4,.,?,0.3,3
CCc1cc(-c2n[nH]c(C)c2-c2nc3ccccc3n2C)c(O)cc1O,1,6,6,2,.,12,0.0,-2
COc1ccc(NC(=O)N(C)C[C@H]2OCCCC[C@@H](C)Oc3ccc(NC(=O)C4CCCCC4)cc3C(=O)N([C@H](C)CO)C[C@@H]2C)cc1,-4,-1,2,2,.,-1,-0.4,-5

# An excerpt of these results, with tabs:
SMILES	LGR2 antag	Cneo AK release	ERAP1 inh	S100A4 inh HTS	Statin myotox sup	PGC1a acetyl inh	XiGFP reactiv	SIRT5 block
COc1ccc(/C=N/NC(=O)CC(=O)NCc2cccnc2)c(OC)c1	.	.	0	-5	.	.	0.7	9
CN1CCN(c2ccc(S(=O)(=O)N3CCOCC3)cc2NC(=O)COc2ccc(C#N)cc2)CC1	9	-2	0	2	9	-1	-0.2	-1
COc1ccc(C(=O)N/N=C/c2ccc(OC)c(COc3ccc(F)cc3F)c2)cc1	-13	11	2	4	-17	.	0.0	-6

# (further entries)
SMILES,LGR2 antag,Cneo AK release,ERAP1 inh,S100A4 inh HTS,Statin myotox sup,PGC1a acetyl inh,XiGFP reactiv,SIRT5 block
COc1ccccc1CN1C[C@@H]2N[C@H](C1)[C@@H]2c1ccc(-c2cccnc2)cc1,12,.,4,3,.,2,0.0,1
COc1cccc(C(=O)N2CCN(c3ccc(N4CCOCC4)nn3)CC2)c1,9,.,-3,4,.,.,-0.2,-2
COCC#Cc1cnc2c(c1)C(=O)N([C@@H](C)CO)C[C@@H](C)[C@@H](CN(C)C(=O)C1CCC1)O2,3,-6,4,6,9,.,0.6,2
COc1ccc(S(=O)(=O)N2CCOCC2)cc1NC(=O)C1CCN(S(=O)(=O)c2ccc(Cl)cc2)CC1,2,-1,0,-2,-5,0,0.0,6
COc1ccc(S(=O)(=O)N(C)C[C@H]2OCCCC[C@H](C)Oc3ccc(NS(=O)(=O)c4cccs4)cc3C(=O)N([C@H](C)CO)C[C@H]2C)cc1,20,2,1,1,.,-1,0.2,13
O=C(Nc1cccc(F)c1)N1CC(=O)N2[C@H](CO)[C@@H](c3ccc(C#Cc4cccnc4)cc3)[C@@H]2C1,17,.,-2,-6,.,32,0.7,3
COc1ccc2nc(SCC(=O)NC3CCCCC3C)[nH]c2c1 (centres undefined),3,1,0,-2,2,.,-0.4,-2
CS(=O)(=O)c1ccc(Cl)c(NC(=O)CSc2n[nH]c(N)n2)c1,9,1,1,-3,32,3,0.0,-3
COCCNC(=O)C[C@@H]1CC[C@H]2[C@H](COc3ccc(NC(=O)c4cnccn4)cc3C(=O)N2C)O1,-5,2,1,0,-4,2,0.1,1
Cc1nc(S(=O)(=O)Cc2ccccc2)nc2c1CCC2,12,5,1,1,7,7,0.7,1
COc1ccc(-n2c(Cn3c(=O)sc4ccccc43)nnc2SCC(=O)N2CCCCC2)cc1,15,-2,0,-3,3,.,0.3,.
CCCN(CC(=O)Nc1ccccc1OC)C(=O)CCNC(=O)c1ccccc1OC,-4,0,-7,0,-5,6,0.3,-2
CC1CN(c2ccc(NC(=S)Nc3ccc(N4CC(C)OC(C)C4)cc3)cc2)CC(C)O1 (centres undefined),.,0,1,-25,-9,.,0.0,-1
O=c1[nH]c(SCCOc2cccc3ccccc23)nc2ccccc12,23,.,-2,2,1,1,0.0,-9
Cc1ccc(S(=O)(=O)N2CCC(Oc3cccc(C(F)(F)F)c3)CC2)cc1,24,-1,-4,5,0,-10,0.1,-4
Cc1ccccc1-c1cc2nc(NCCc3ccncc3)n(C)c(=O)c2s1,-23,-1,1,-17,-3,.,0.0,-2
Cc1nc2sc(C(c3ccco3)N3CCC(Cc4ccccc4)CC3)c(O)n2n1 (centres undefined),5,0,7,0,29,2,0.2,3
O=C(O)c1nn(CCOc2ccc(Br)cc2)c(=O)c2ccccc12,-19,1,1,-2,-12,8,0.0,0
C=CCn1c(SCC(=O)Nc2ccc(OC)cc2)nc2c([nH]c3ccccc32)c1=O,-8,-1,1,-2,.,2,0.0,-6
CCc1ccc(S(=O)(=O)Nc2ccc(Cl)cn2)cc1,-11,2,0,3,7,.,0.1,-4
CN(C)S(=O)(=O)c1cccc(C(=O)Nc2ccc(N3CCOCC3)cc2)c1,-5,5,-9,22,-27,4,0.2,0
CN(C1CCCCC1)S(=O)(=O)c1ccc(-c2ccccn2)s1,15,-1,1,-1,.,0,0.3,1
Cc1sc2ncn(CC(=O)N3CCOCC3)c(=O)c2c1-c1ccccc1,1,0,-3,-14,4,-4,0.0,-2
C[C@H](CO)N1C[C@H](C)[C@H](CN(C)C(=O)Nc2ccc3c(c2)OCO3)Oc2ccc(NS(=O)(=O)c3ccccc3)cc2CC1=O,9,.,.,.,7,-17,-0.2,.
Cc1cccc(S(=O)(=O)N(C)C[C@@H]2OCc3cn(nn3)CCCC(=O)N([C@@H](C)CO)C[C@H]2C)c1,19&22,0&57,14&-1,-5&2,-10&-3&5,?,0.1&-0.1,1&4
O=C(COc1ccc2oc(-c3ccco3)cc(=O)c2c1)N1CCCCC1,-10,.,.,-7,.,6,.,-30
CCOc1ccc(NC(=O)/C(C#N)=C/c2cn(CC(=O)O)c3ccccc23)cc1,.,2,5,0,38,0,0.1,4
COC(=O)c1ccc(COC(=O)c2cnccn2)cc1,-5,.,-3,-3,.,.,0.0,-3
Cc1ccc(C)c(Sc2ccc(S(=O)(=O)Nc3ccc(C(=O)O)cc3)cc2)c1,.,-3,4,-7,27,-1,0.3,8
Cc1ccccc1N1CC(C(=O)O)CC1=O (centres undefined),?,0,-2,2,-1,-5,0.0,29*
O=C(Nc1cccc(Cl)c1)c1ccc2sc([C@@H]3O[C@H](CO)[C@H](O)[C@H](O)[C@H]3O)nc2c1,-8,0,-5,0,5,1,-0.2,.
CCCNC(=O)C[C@@H]1C[C@H]2c3cc(NC(=O)NC4CCCC4)ccc3O[C@H]2[C@@H](CO)O1,-1,-1,0,21,-6,-4,0.2,-3
CC12CN(C(=S)Nc3ccccc3)CC(C)(CN(C(=S)Nc3ccccc3)C1)C2=O,10,-1,-1,5,12,8,0.1,-4
Cc1ccc(C(=O)CSc2ncnc3sc4c(c23)CCCC4)cc1,-4,-1,.,.,5,7,.,.
Cc1ccccc1-c1ccc([C@H]2[C@H]3CN(C(=O)c4ccncc4)CC(=O)N3[C@H]2CO)cc1,13,.,0,-32,.,-7,0.1,-6
CCOC(=O)c1ccc(NC(=O)Cn2ncc(Cl)c(Cl)c2=O)cc1,10,.,-6,-5,.,.,0.6,-4
COC(=O)C1=C(C)N(Cc2cccc(C(F)(F)F)c2)C(=NCc2ccc(C(F)(F)F)cc2)NC1c1ccc(Cl)cc1 (centres undefined),55*,.,-3,-6,.,.,0.0,.
CCNC(=O)C[C@@H]1CC[C@H]2[C@H](COc3ccc(NC(=O)c4cccc(C(F)(F)F)c4)cc3C(=O)N2C)O1,-13,-3,.,.,-16,-6,1.1,.
COc1cc(NC(=O)CCc2nnc3ccc(N4CCC5(CC4)OCCO5)nn23)cc(OC)c1,-6,-1,0,3,-8,6,0.1,-6
COc1ccc(-c2noc(C3CCCN(C(=O)c4ccccc4OC)C3)n2)cc1OC (centres undefined),-21,.,-2,0,.,.,.,-5
COC(=O)[C@@H]1[C@@H](CO)[C@@H]2Cn3c(ccc(-c4ccccc4OC)c3=O)[C@@H]2N1C(=O)c1cccnc1,1,43,0,-4,7,.,0.3,2
O=C(c1cccs1)N1CCN=C1SCc1ccc(Cl)cc1,20,.,5,1,.,.,0.0,-2
Cc1cc(S(=O)(=O)/N=C(\N)c2ccc(C(N)=O)cc2)cc(C)c1F,10,0,3,-4,-3,5,0.0,-2
COc1ccc(C(=O)N/C=C/n2cnc3cc(C(F)(F)F)ccc32)cc1,4,6,.,-24,.,0,.,-4
CCCCn1c(N)c(N(CC(C)C)C(=O)c2cccc(S(=O)(=O)N3CCCCCC3)c2)c(=O)[nH]c1=O,6,0,-1,-3,-7,.,0.2,-1
Clc1ccc(-c2nc3cc(CN4CCCCC4)ccc3o2)cc1,-70,1,7,-3,4,-17,-0.1,-5
O=C(OCC(=O)N1CCC(Cc2ccccc2)CC1)c1ccccc1O,.,3,-1,-4,0,36,0.0,.
O=P(Cc1ccccc1O)(c1ccccc1)c1ccccc1,10,.,-3,-3,.,.,0.0,2
Cc1ccc2c(CC(=O)N(C)c3c(N)n(Cc4ccccc4)c(=O)[nH]c3=O)coc2c1,-15,1,-2,11,2,2,0.2,-1

# Some of the compounds tested; count on the stated rates, not on these rows.
